TRHR agonist: activates the human TRH receptor; AID 493084; TRHR cells, calcium flux fluo-8, FDSS agonist mode; activation, % at 2 µM; 360,000 tested, 0.18% active; also: 0% is about no effect
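TRHR-expressing cells, plated overnight in medium with 10% serum, were loaded with fluo-8 calcium dye at room temperature. After a 10 s baseline, library compound was pin-added and calcium release was recorded kinetically (ex 480/em 530) as agonist response.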
D1 antag: antagonists of human D1 dopamine receptor | P21728 | HEK293 TREx D1 cells, calcium flux, dopamine EC80; hits give low values | activity change, negative = inhibition, % at 10 µM | 360,000 tested, 3.2% active | AID 504652; in the data active = activity change below about -30%; also: % is scaled to controls: 0 for no effect and ±100 for the full control effect
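Tetracycline-induced HEK293 Trex D1 cells, force-coupled to calcium, dye-loaded; compounds added and read 180 s, then EC80 dopamine added and calcium flux tracked kinetically another 180 s.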
RXFP1 antagonist: RXFP1 (human) relaxin receptor antagonism; activity change, negative = inhibition, % at 57.5 µM; 350,000 tested, 0.59% active; HEK293-RXFP1, relaxin-stimulated cAMP HTRF, 30 min; hits give low values;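 active = activity change of -60% or lower, but not beyond a set lower limit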; also: % is scaled to controls: 0 for no effect and ±100 for the full control effect
Target sequence (Q9HBX9 whole entry, looked up): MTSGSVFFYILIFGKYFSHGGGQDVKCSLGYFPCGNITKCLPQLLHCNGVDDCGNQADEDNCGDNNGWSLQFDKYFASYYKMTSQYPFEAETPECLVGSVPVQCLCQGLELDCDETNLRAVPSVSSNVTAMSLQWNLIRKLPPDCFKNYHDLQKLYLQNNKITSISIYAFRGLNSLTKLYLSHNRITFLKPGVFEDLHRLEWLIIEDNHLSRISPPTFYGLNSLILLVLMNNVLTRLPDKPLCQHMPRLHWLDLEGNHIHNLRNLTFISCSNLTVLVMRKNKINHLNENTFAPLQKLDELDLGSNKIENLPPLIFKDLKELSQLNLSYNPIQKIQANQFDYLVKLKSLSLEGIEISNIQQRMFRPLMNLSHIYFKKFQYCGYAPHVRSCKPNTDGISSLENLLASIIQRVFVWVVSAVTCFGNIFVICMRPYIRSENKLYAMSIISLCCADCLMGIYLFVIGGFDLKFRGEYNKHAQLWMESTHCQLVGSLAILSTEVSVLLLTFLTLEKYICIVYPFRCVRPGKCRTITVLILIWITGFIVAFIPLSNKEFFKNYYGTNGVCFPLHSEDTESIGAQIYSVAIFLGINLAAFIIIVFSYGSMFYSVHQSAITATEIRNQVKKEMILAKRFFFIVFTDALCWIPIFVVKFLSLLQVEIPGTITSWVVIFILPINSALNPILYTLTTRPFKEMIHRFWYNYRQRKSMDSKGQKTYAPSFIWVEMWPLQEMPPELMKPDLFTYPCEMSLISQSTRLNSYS
D2 PAM: positively modulates the human D2 dopamine receptor allosterically | HEK293 T-REx D2, calcium flux, EC20 dopamine potentiation | AID 485347 | potentiation, % at 10 µM | P14416 | 340,000 tested, 0.34% active;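 active = potentiation over 3 SD above the plate norm, cut at about 30% in these data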; also: 0% is about no effect
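Potentiation of an EC20 dopamine calcium response measured kinetically over 180 s, after a preceding 180 s compound-only read flagging agonists. Cells: inducible Hek293 Trex D2 line, 4000/well, cultured overnight at 30 C before dye loading.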
D1 ag: human D1 receptor agonism | P21728 | HEK293 T-REx D1 cells, calcium flux, agonist mode | activation, % at 2 µM | 360,000 tested, 1% active | AID 504660; also: 0% is about no effect
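Inducible HEK293 T-REx D1 cells, force-coupled to calcium signalling, were plated at 4000 cells/well with tetracycline and held overnight at 30 C. After no-wash calcium dye loading, compound-evoked calcium rise over 180 s flagged agonists.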
D2 antag: D2 dopamine receptor (human) antagonism. P14416. HEK293 TREx D2 cells, calcium flux, dopamine EC80. inhibition, % at 10 µM. 340,000 tested, 2% active. AID 485344; in the data active = inhibition above about 30%; also: 0% is about no effect
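Calcium flux kinetic readout in an inducible HEK293 TREx D2 line plated overnight at 30 C. After 180 s compound exposure, an EC80 dopamine challenge follows with another 180 s kinetic read to detect antagonism.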
D1 PAM: potentiators of human D1 dopamine receptor; HEK293 TREx D1 cells, calcium flux, dopamine EC20 potentiation; potentiation, % at 10 µM; 360,000 tested, 0.036% active; AID 504651; in the data active = potentiation above about 30%; also: 0% is about no effect
D2 ag: agonists of human D2 dopamine receptor. AID 485358. HEK293 T-REx D2 cells, calcium flux agonist mode. 340,000 tested, 0.53% active. P14416. activation, % at 2 µM;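 active = activation over 3 SD above normal in the single-dose calcium agonist read, cut at about 30% in these data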; also: 0% is about no effect
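Tetracycline-induced HEK293 Trex cells with D2 receptor force-coupled to calcium signaling, plated overnight at 30 C and loaded with no-wash calcium dye. Calcium flux read kinetically for 180 s after compound addition; responses flag agonists.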
TRHR enhancer: TRH receptor (human) allosteric enhancement. P34981. TRHR cells, fluo-8 calcium fluorescence, EC20 TRH enhancement. enhancement, % at 2 µM. 360,000 tested, 0.66% active. AID 493056; in the data active = enhancement above about 30%; also: 0% is about no effect
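Enhancer read-out: after compound pinning and an initial kinetic agonist-mode read, an EC20 of TRH (10 nM final) was injected and fluo-8 calcium signal (Ex 480/Em 530) followed at 1 s/cycle for 100 cycles in TRHR-expressing cells.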
Numbers without * were called inactive; x = no result given; & = joins results of further samples. Rule as the data show it, unless noted: active = activation above about 30%; inactive = the rest.

SMILES | TRHR agonist | D1 antag | RXFP1 antagonist | D2 PAM | D1 ag | D2 antag | D1 PAM | D2 ag | TRHR enhancer
CC(=O)c1ccc(N2CCN(CC(O)c3ccccc3)CC2)cc1 (stereo not drawn) | -0.4 | -6 | 2 | 3 | 2 | -3 | -3 | -0.6 | 7
COc1cccc(-c2nc(SCc3cccc(Br)c3)n3[nH]c(=O)cc3n2)c1 | -0.4 | -11 | -12 | -9 | 2 | x | -3 | -0.1 | 5
CCCCCCn1cc(C(=O)O)c(=O)c2ccccc21 | -0.9 | -1 | -11 | 18 | 0 | -4 | -2 | 0.4 | 3
CC(C)c1ccc(NS(=O)(=O)c2ccc(Cl)nc2)cc1 | 0.5 | -5 | -14 | -2 | 15 | 11 | -3 | 0.1 | -3
Nn1c(SCC(=O)Nc2ccc(OC(F)F)cc2)nnc(Cc2ccccc2)c1=O | -0.7 | -8 | 1 | -5 | 1 | -11 | -1 | -0.2 | 2
COCCCNc1nc2c(c(=O)n(Cc3ccc(F)cc3)c(=O)n2C)n1C | 0.1&0.1 | -2&14 | -2 | -8&10 | 1&2 | 5 | 1&-1 | 0.2&3.2 | -1&5
Cc1nn(-c2ccccc2)c(Cl)c1C(=O)OC(C)C(=O)NC(=O)NC1CCCCC1 (stereo not drawn) | 0.5 | 9 | 0 | 5 | 0 | -8 | 7 | -1.7 | -13
O=C(O)CSCC(=O)NC1CCCc2ccccc21 (stereo not drawn) | -0.2 | -7 | 7 | 5 | 1 | 5 | -5 | 0.3 | -4
COc1ccccc1C(=O)Nc1ccnn1C1CCN(Cc2csc(C(C)=O)c2)CC1 | 0.7 | -12 | 24 | -1 | -1 | 32* | -3 | 1.1 | -4
CN(C)/N=C1\CCS(=O)(=O)c2sccc21 | -0.7 | -2 | 0 | 3 | 2 | -5 | 3 | 0.5 | 8
COc1ccc2[nH]cc(CCNS(=O)(=O)Cc3ccccc3)c2c1 | -0.9 | -5 | -16 | 11 | 10 | -9 | -4 | -0.7 | 9
CCCc1nnc2c(N(C)S(=O)(=O)c3ccc(C)cc3)nc3ccccc3n12 | -0.2 | 10 | 16 | -18 | -1 | -5 | -3 | 0.7 | -3
CC1CCCCC1NC(=O)CSc1ccc([N+](=O)[O-])cc1 (stereo not drawn) | -0.2 | 8 | -13 | 8 | 1 | -2 | 1 | 0.4 | -2
COc1ccc(-n2c(Cc3cccn3C)nnc2SCC(=O)Nc2ccc3c(c2)OCCO3)cc1 | -0.5 | 15 | -18 | 2 | 3 | -3 | 5 | 0.8 | 0
Cc1ccc(CNC(=O)CCNS(=O)(=O)c2ccc3c(c2)c(=O)n(C)c(=O)n3C)cc1 | -0.1 | 10 | -14 | x | 1 | x | -4 | x | -2
CC1(C)SC(=S)N(NC(=O)Nc2cccc3ccccc23)C1N(O)C(=O)Nc1ccccc1 (stereo not drawn) | 0.3 | 0 | -2 | 3 | 4 | -13 | -4 | 0.6 | -5
O=C(O)c1cnn(-c2ccccc2)c1-c1ccncc1 | 1.1 | -5 | 3 | -8 | 1 | -4 | -1 | 0.5 | -3
O=C(CN1CCCCCCC1)N/N=C/c1ccc(F)cc1F | -0.1 | -32* | -11 | -3 | 5 | -10 | 2 | 0.6 | 0
Cc1cc(C)c(OCC(=O)OCC(=O)NCC2CCCCC2)c(C)c1 | -1.9 | 0 | 3 | -5 | 2 | -3 | 4 | -0.9 | -1
Cc1nn(-c2ccccn2)c2c1C(c1ccsc1)C1=C(CCCC1=O)N2 (stereo not drawn) | -0.5 | -86* | x | 9 | 0 | 15 | -4 | -0.6 | 1
Cc1cc([N+](=O)[O-])nn1CC(=O)NCCCN1CCOCC1 | 0.3 | -20 | 8 | 6 | 1 | 1 | 7 | 0.2 | 3
Cc1cc(-c2ccc(C)c(S(=O)(=O)Nc3cc(C)on3)c2)on1 | 0.6 | -4 | 1 | 5 | 5 | -4 | -8 | -1.3 | -3
NC(=O)c1ccc(NC(=O)COC(=O)/C=C/c2ccc3c(c2)OCO3)cc1 | 3.8 | -41* | 0 | -2 | 8 | -1 | 1 | 1.2 | -2
N#Cc1nc(/C=C/c2ccc(F)cc2)oc1N1CCCCCC1 | -0.8 | -5 | x | 12 | 1 | x | -1 | -1.0 | -4

Entries of single compounds as entered above. Order of values: TRHR agonist, D1 antag, RXFP1 antagonist, D2 PAM, D1 ag, D2 antag, D1 PAM, D2 ag, TRHR enhancer
`CC1(C)SC(=S)N(NC(=O)Nc2cccc3ccccc23)C1N(O)C(=O)Nc1ccccc1` (stereo not drawn) reads 0.3, 0, -2, 3, 4, -13, -4, 0.6, -5
`Cc1cc(-c2ccc(C)c(S(=O)(=O)Nc3cc(C)on3)c2)on1` reads 0.6, -4, 1, 5, 5, -4, -8, -1.3, -3
`Cc1nn(-c2ccccn2)c2c1C(c1ccsc1)C1=C(CCCC1=O)N2` (stereo not drawn) reads -0.5, -86*, x, 9, 0, 15, -4, -0.6, 1
`O=C(CN1CCCCCCC1)N/N=C/c1ccc(F)cc1F` reads -0.1, -32*, -11, -3, 5, -10, 2, 0.6, 0
`Cc1cc(C)c(OCC(=O)OCC(=O)NCC2CCCCC2)c(C)c1` reads -1.9, 0, 3, -5, 2, -3, 4, -0.9, -1

Returning to the listing, starting two compounds before the break.
SMILES | TRHR agonist | D1 antag | RXFP1 antagonist | D2 PAM | D1 ag | D2 antag | D1 PAM | D2 ag | TRHR enhancer
NC(=O)c1ccc(NC(=O)COC(=O)/C=C/c2ccc3c(c2)OCO3)cc1 | 3.8 | -41* | 0 | -2 | 8 | -1 | 1 | 1.2 | -2
N#Cc1nc(/C=C/c2ccc(F)cc2)oc1N1CCCCCC1 | -0.8 | -5 | x | 12 | 1 | x | -1 | -1.0 | -4
COc1ccc2[nH]c(C(=O)NCc3ccccc3)c(C)c2c1 | -0.1 | -6 | -11 | -1 | 10 | 6 | -7 | -0.3 | 1
O=C(Nc1ccc(F)cc1)C1CCN(c2nnnn2-c2ccccc2)CC1 | 0.0 | -18 | -5 | -10 | 3 | -5 | -2 | -0.2 | -5
Cc1nn(-c2ccccn2)c(N)c1N=O | 0.0 | -25 | -19 | 1 | 0 | 3 | -1 | 0.2 | 1
CC(=O)Nc1ccc(NC(=O)CSCCc2ccccn2)cc1 | -1.0 | -13 | 7 | 34* | 4 | -10 | -5 | 0.0 | 6
COc1ccc2[nH]c(O)c(N=NC(=O)c3ccc(NS(=O)(=O)c4cccs4)cc3)c2c1 | 0.2 | 8 | -1 | 4 | 1 | -27 | 0 | 0.6 | -2
COc1ccc(Cl)cc1NC(=O)c1nn(-c2ccc(C)cc2)c(=O)n(C)c1=O | 0.2 | 2 | 2 | -5 | 0 | x | -1 | -1.5 | 3
O=C(c1cccc(S(=O)(=O)N2CCCC2)c1)N1CCN(c2ncccn2)CC1 | 0.2 | 0 | -2 | 10 | 2 | 3 | -1 | 0.5 | 2
Cc1cc(NC(=O)CSc2nnc(N)s2)c([N+](=O)[O-])cc1C | 0.0 | 25 | -5 | -1 | 1 | 3 | 1 | -0.4 | -8
COc1ccc(NC(=O)c2cc(S(=O)(=O)N3CCCCC3)c[nH]2)cc1 | -1.4 | 6 | x | -15 | 0 | 22 | -3 | 0.7 | -2
COc1ccc(/C=N/NC(=O)c2ccc(COc3cccc4cccnc34)cc2)cc1OC | 0.5 | 5 | 9 | 7 | 5 | -26 | -2 | -0.7 | -7
CCOC(=O)c1cc2c(ccn2C)n1CC(=O)N1CCCC(C)C1 (stereo not drawn) | 0.5 | 20 | -8 | -1 | 2 | 10 | -6 | -0.1 | 2
CCCOC(=O)c1c(-c2ccc(OC)cc2)oc2ccc(-c3ccc(OC)nc3)cc12 | 1.2 | 0 | x | -3 | 5 | -26 | -1 | 2.6 | -4
CC(C)CN(C(=O)c1cccc(S(=O)(=O)N2CCN(c3ccc(F)cc3)CC2)c1)C1CCS(=O)(=O)C1 (stereo not drawn) | -0.4 | -8 | -14 | -8 | 2 | 35* | -1 | 0.1 | -1
Cc1ccc(S(=O)(=O)NC2CCCC(C(=O)O)C2)cc1 (stereo not drawn) | -0.1 | -8 | 2 | 4 | 0 | -20 | -3 | 0.2 | 3
O=C1CC(N2CCN(c3ccc(O)cc3)CC2)C(=O)N1Cc1cccs1 (stereo not drawn) | 0.2 | 4 | 2 | 9 | 0 | 11 | 4 | 1.6 | 4
O=C(c1ccc(-n2cnnn2)cc1)N1CCCCC1 | 0.6 | 3 | 5 | 2 | -1 | -1 | -1 | -1.4 | 3
CC(C)(C)c1cc(-c2ccco2)c(C#N)c(SCC#N)n1 | 1.3 | 30 | -21 | 24 | 0 | -12 | 6 | 0.6 | -3
Cc1occc1-c1nnc(SCC(=O)c2c(N)n(Cc3ccccc3)c(=O)n(C)c2=O)n1C | 0.2 | 13 | 0 | -3 | 4 | -6 | 3 | -1.5 | 0
CCN(CC)S(=O)(=O)c1ccc(S(=O)(=O)N2CCC(C(=O)NC3CCN(Cc4ccccc4)CC3)CC2)cc1 | 0.3 | 1 | 1 | 12 | 2 | 22 | -3 | 1.0 | -9
N#C/C(=C\c1ccc(O)c([N+](=O)[O-])c1)C(=O)NCc1ccccc1 | 0.0 | -21 | -5 | 4 | 0 | 4 | -1 | -0.5 | 20
COc1ccc(-c2csc3ncnc(N4CCN(c5cccc(OC)c5)CC4)c23)cc1 | -0.7 | 9 | -15 | 8 | 2 | -10 | -4 | 0.1 | 1
COCCCNC(=O)CCCn1c(=O)c2ccccc2n(CC(=O)Nc2ccc(C)cc2Cl)c1=O | -2.1 | -2 | x | 23 | -1 | x | -1 | -0.8 | 4
O=C(Cn1nc(C(=O)O)c2ccccc2c1=O)Nc1cc(Cl)ccc1-n1cncn1 | -0.6 | -26 | 1 | 17 | 0 | 1 | -7 | -0.3 | 37*
O=C(Oc1cccc(-n2cnnn2)c1)c1ccccc1 | 0.2 | 1 | -18 | 7 | 0 | 15 | 0 | 0.8 | -4
Cc1ccc(-n2ncc(C(=O)NCc3cccs3)c2C2CCN(C(=O)OC(C)(C)C)CC2)cc1C | 0.9 | -8 | -31 | -6 | 9 | x | -4 | -1.8 | -5
Cc1ccccc1COc1ccc(/C=N/NC(=O)c2nnn(-c3nonc3N)c2CN2CCC(C)CC2)cc1 | 0.5 | 4 | -19 | 7 | 10 | -18 | 2 | -0.7 | 2
CC(=O)N1CCC(=O)N(C(C)C)c2ccccc21 | 0.4 | -1 | -7 | 4 | 5 | 0 | -3 | 0.1 | 18
O=c1c2c3nc4ccccc4nc3n(-c3cccc(F)c3)c2ncn1Cc1ccc2c(c1)OCO2 | 0.3 | 4 | x | 10 | 1 | 13 | 5 | -0.1 | 14
CCCOc1ccc(Cc2nn3c(=O)/c(=C/c4ccco4)sc3nc2=O)cc1 | 0.1 | -18 | 2 | -4 | 3 | 12 | -6 | -0.1 | 3
COc1ccc(C(=O)Cc2cc(OC)c(OC)cc2[N+](=O)[O-])c(OC)c1 | -2.1 | -12 | -6 | 10 | 3 | 9 | -5 | -0.6 | 3
